MCL1 BIM primary: MCL1-BIM-BH3 interaction inhibition (human); Q07820; GST-MCL1 / FITC-Bim-BH3 fluorescence polarization; inhibition, % at 10.9 µM; 320,000 compounds, 0.68% hits;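 active means inhibition above the mean inhibition of all tested compounds plus 3 SD, set per campaign, cut at about 40% in these data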;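 further: 0% = DMSO wells and 100% = unlabeled Bim-BH3 peptide control; higher means more loss of mP so more displacement of Bim peptide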
Target sequence (Q07820 whole entry, looked up): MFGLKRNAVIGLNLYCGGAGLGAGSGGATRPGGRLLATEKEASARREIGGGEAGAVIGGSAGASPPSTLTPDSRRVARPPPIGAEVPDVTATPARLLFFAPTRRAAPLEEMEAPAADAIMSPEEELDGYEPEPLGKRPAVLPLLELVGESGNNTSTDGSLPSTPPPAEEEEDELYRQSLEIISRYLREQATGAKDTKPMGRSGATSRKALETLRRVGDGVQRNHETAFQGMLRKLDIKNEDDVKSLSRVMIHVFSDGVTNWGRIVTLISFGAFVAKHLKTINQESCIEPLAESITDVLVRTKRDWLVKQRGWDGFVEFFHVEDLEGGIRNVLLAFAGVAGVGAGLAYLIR
AHR act: activates the human aryl hydrocarbon receptor; P35869; AHR-responsive luciferase reporter cells, luminescence; activation, % at 5 µM; 320,000 compounds, 2.5% hits; in the data active means activation above about 47%;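 further: 0% = vehicle wells and 100% = reference agonist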
MEX-5 binding: C. elegans MEX-5 TCR-2 RNA binding activity. Q9XUB2. MEX-5/FITC-TCR2 RNA binding, fluorescence polarization; hits give low values. activity score (negative = inhibition of binding), % at 10 µM. 300,000 compounds, 0.38% hits;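 active means inhibition past about -25% in most replicates, and total fluorescence under double the plate's negative control median, limit read from the data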;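 further: 0% = DMSO and -100% = 5 µM competing unlabeled TCR2 RNA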
Target sequence (Q9XUB2 whole entry, looked up): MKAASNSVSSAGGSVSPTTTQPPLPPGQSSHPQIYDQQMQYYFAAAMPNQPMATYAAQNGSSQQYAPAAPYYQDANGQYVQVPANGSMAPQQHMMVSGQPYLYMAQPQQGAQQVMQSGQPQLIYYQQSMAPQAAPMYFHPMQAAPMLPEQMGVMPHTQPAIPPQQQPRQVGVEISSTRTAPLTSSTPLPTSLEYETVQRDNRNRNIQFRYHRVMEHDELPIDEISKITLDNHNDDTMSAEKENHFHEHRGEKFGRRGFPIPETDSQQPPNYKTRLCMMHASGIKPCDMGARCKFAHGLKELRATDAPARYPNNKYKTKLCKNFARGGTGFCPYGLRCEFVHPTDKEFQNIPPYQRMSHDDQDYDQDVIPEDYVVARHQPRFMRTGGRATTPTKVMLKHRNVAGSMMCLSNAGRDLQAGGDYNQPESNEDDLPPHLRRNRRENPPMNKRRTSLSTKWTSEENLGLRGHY
PME-1 inh: blocks human protein phosphatase methylesterase 1 | inhibition, % at 5.9 µM | recombinant PME-1, FP-Rh probe fluorescence polarization | 320,000 compounds, 0.53% hits | Q9Y570;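 active means inhibition above the campaign mean of all compounds plus 3 SD, cut at about 26% in these data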;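 further: competitive labeling of PME-1 active site by serine hydrolase directed probe; 0% = PME-1 with DMSO and 100% = wells lacking PME-1 enzyme; inhibitors block probe labeling so polarization falls and inhibition rises; many of its hits are not listed in these tables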
GLD-1 RNA inh: GLD-1-TGE RNA interaction inhibition (C. elegans); Q17339; purified GLD-1 + fluorescein TGE RNA, fluorescence polarization; inhibition, % at 5.96 µM; 320,000 compounds, 0.44% hits;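 active means percent inhibition above a per-plate cutoff, the plate mean of test compounds plus 3 SD, cut at about 30% in these data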;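 further: 0% = DMSO wells with GLD-1 and probe and 100% = wells lacking GLD-1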
BCLXL inh: blocks human Bcl-xL binding to Bim BH3 peptide; Q07817; GST-Bcl-xL / FITC-Bim BH3 peptide fluorescence polarization; AID 2129; inhibition, % at 10.9 µM; 320,000 compounds, 0.7% hits;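 active means inhibition above the mean of all tested compounds plus 3 SD, cutoff set per campaign, cut at about 30% in these data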;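 further: 0% = DMSO wells and 100% = unlabeled Bim-BH3 peptide competitor; inhibitors lower millipolarization by displacing the labeled peptide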
Target sequence (Q07817 whole entry, looked up): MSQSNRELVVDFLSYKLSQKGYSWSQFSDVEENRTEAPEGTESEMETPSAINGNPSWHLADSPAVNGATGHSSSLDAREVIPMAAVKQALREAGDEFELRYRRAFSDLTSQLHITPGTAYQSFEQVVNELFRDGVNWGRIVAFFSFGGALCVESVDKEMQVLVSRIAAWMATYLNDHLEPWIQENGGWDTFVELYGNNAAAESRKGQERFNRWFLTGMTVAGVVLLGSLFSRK
Fam108B counter: blocks mouse Fam108B hydrolase in RBBP9 counter-screen; inhibition, % at 9.51 µM; 300,000 compounds, 0.33% hits; recombinant Fam108B, FP-Rh probe fluorescence polarization; AID 1947;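 active means inhibition above the screen mean inhibition plus 3 SD, computed separately per campaign, cut at about 18% in these data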;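 further: inhibitors lower polarization as less probe binds the enzyme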
pPAFAH inh: inhibitors of human plasma PAF acetylhydrolase (pPAFAH) | Q13093 | recombinant pPAFAH, FP-rhodamine probe fluorescence polarization | inhibition, % at 3.39 µM | 330,000 compounds, 1.5% hits;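 active means inhibition above the mean inhibition across the screen plus 3 SD, cut at about 25% in these data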;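 further: inhibitors block binding of the rhodamine activity-based probe so polarization drops; 0% = enzyme with DMSO and 100% = wells lacking pPAFAH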
PAFAH1B2 inh: blocks human PAF acetylhydrolase 1b catalytic subunit 2; P68402; recombinant PAFAH1B2, FP-rhodamine activity probe, fluorescence polarization; inhibition, % at 3.39 µM; 340,000 compounds, 1.2% hits; AID 492953;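 active means inhibition above the mean of all tested compounds plus 3 SD, cut at about 24% in these data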;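 further: 0% = enzyme with DMSO and 100% = wells lacking PAFAH1B2; many of its hits are not listed in these tables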
* marks the source's active call; other numbers are inactive results; . = not tested or not shown. Some of the compounds tested, so the mix of outcomes need not match the whole.

SMILES | MCL1 BIM primary | AHR act | MEX-5 binding | PME-1 inh | GLD-1 RNA inh | BCLXL inh | Fam108B counter | pPAFAH inh | PAFAH1B2 inh
CC(=O)N1CC(C)Sc2ccc(S(=O)(=O)NCCc3cccc(C)c3)cc21 (configuration not stated) | -1.0 | 1.8 | -0.9 | 6.1 | 10.5 | 0.8 | 2.6 | 9.1 | 0.4
O=C1c2ccccc2-c2c1cccc2C(=O)N1CCCCC1 | -0.3 | 0.8 | -1.8 | 1.2 | 5.7 | -0.4 | -2.8 | 1.8 | 2.5
Cc1cc2c(cc1C)N(Cc1ccc(Cl)cc1)C1=NCCCN12 | -0.6 | -4.0 | 2.1 | 3.0 | 0.3 | 1.8 | -2.9 | -0.8 | 6.3
O=C(CC(c1ccco1)C1CCCCC1=O)c1ccco1 (configuration not stated) | -0.6 | -2.2 | -3.6 | -2.6 | -3.6 | 9.4 | 1.0 | 8.6 | 1.6
COc1ccc(N(CC(=O)NCCSCc2c(F)cccc2Cl)S(C)(=O)=O)cc1OC | 5.0 | 12.2 | -0.5 | -2.5 | -0.3 | 4.6 | -2.7 | 4.1 | 2.0
Cc1nn(C)c(C)c1NS(=O)(=O)c1ccc(N2CCCC2=O)cc1 | 5.4 | 3.1 | -1.0 | -5.2 | -10.7 | 6.8 | 7.3 | -3.3 | 3.9
O=C1CC(CSc2ccc(Cl)cc2)=NN1 | 3.9 | 2.2 | -2.7 | 3.6 | 9.3 | 2.7 | 1.2 | 14.6 | .
O=C(Nc1ncc(Cc2cccc(C(F)(F)F)c2)s1)c1ccc(-c2cccc([N+](=O)[O-])c2)o1 | 6.7 | -6.0 | 1.1 | -4.2 | 8.5 | 4.8 | -12.2 | 3.7 | -4.0
COc1cccc(/C=N/NC(=O)CO/N=C(\C)c2cccs2)c1OC | 1.3 | 5.3 | -0.3 | -3.7 | 0.5 | 1.6 | -2.9 | 1.5 | 10.2
Cc1ccc(SC(=O)COc2ccccc2C)cc1 | 2.1 | -2.0 | 0.6 | 6.9 | 2.1 | 5.3 | -1.4 | 0.9 | 13.1
Cc1cc(C(F)(F)F)nc2c(Cl)c(C(C)(C)C)nn12 | -0.4 | -0.9 | 0.4 | 2.4 | 4.4 | 2.6 | 1.9 | -0.9 | .
O=C(NCc1nc2ccccc2[nH]1)C1=C[C@H](c2ccccc2)C[C@H](OCCCCO)O1 | 3.4 | 2.1 | -0.3 | 2.4 | -1.7 | 2.2 | -0.6 | 5.2 | 2.9
O=C(CCCn1cc([N+](=O)[O-])cn1)Nc1cccnc1 | 5.8 | 11.6 | -4.1 | -1.8 | 0.8 | 5.1 | 1.7 | 2.3 | 2.4
Cc1csc(NC(=O)[C@@H]2CCCN2C(=O)c2cccs2)n1 | 0.8 | -0.3 | -0.2 | -3.6 | 2.4 | 8.5 | -3.7 | 3.1 | 2.3
O=C(CCNC(=O)c1ccc(Cl)cc1)Nc1ccncc1 | -6.4 | 1.0 | 3.9 | 0.6 | -0.5 | 6.4 | -0.8 | 3.2 | 6.6
O=C(COc1cc2oc(=O)c3c(c2cc1Cl)CCC3)NCc1ccccn1 | -6.3 | 1.8 | 1.7 | -7.2 | 3.3 | -5.4 | -5.7 | -13.9 | -3.7
CC(C)c1ccc(OCC(=O)NN2C(=O)c3ccccc3C2=O)c(Br)c1 | 1.4 | 4.1 | -1.3 | -0.5 | 13.3 | 0.1 | 0.3 | 4.0 | 9.4
O=C(O)C1CCCCC1C(=O)Nc1cc(Cl)ccc1Cl (configuration not stated) | -2.1 | 2.9 | 0.5 | -4.2 | 1.1 | -1.0 | -1.2 | 3.9 | .
Cc1ccc(-c2nnc3sc(-c4ccncc4)nn23)cc1 | 0.3 | -2.2 | -0.7 | 3.2 | -2.5 | 4.1 | -2.5 | 0.6 | -0.1
C#CCOCCOCCOCCNc1nc(N2CCN(C(=O)[C@H]([C@@H](C)CC)n3cc([C@@H](N)CO)nn3)CC2)nc(N2CCN(C(=O)[C@H](Cc3cc4ccccc4[nH]3)n3cc([C@@H](N)Cc4ccc(O)cc4)nn3)CC2)n1 | 3.2 | 6.7 | 24.0 | -6.4 | -4.8 | 2.1 | 1.9 | -2.9 | .

Gathered by group, those above with a nitro group on carbon.
SMILES | MCL1 BIM primary | AHR act | MEX-5 binding | PME-1 inh | GLD-1 RNA inh | BCLXL inh | Fam108B counter | pPAFAH inh | PAFAH1B2 inh
O=C(Nc1ncc(Cc2cccc(C(F)(F)F)c2)s1)c1ccc(-c2cccc([N+](=O)[O-])c2)o1 | 6.7 | -6.0 | 1.1 | -4.2 | 8.5 | 4.8 | -12.2 | 3.7 | -4.0
O=C(CCCn1cc([N+](=O)[O-])cn1)Nc1cccnc1 | 5.8 | 11.6 | -4.1 | -1.8 | 0.8 | 5.1 | 1.7 | 2.3 | 2.4

The listing continues.
SMILES | MCL1 BIM primary | AHR act | MEX-5 binding | PME-1 inh | GLD-1 RNA inh | BCLXL inh | Fam108B counter | pPAFAH inh | PAFAH1B2 inh
C=CCSc1nccc(=O)[nH]1 | -5.6 | 0.2 | 0.2 | -4.8 | 3.6 | -0.2 | 0.1 | 2.4 | 6.8
CCC1(C)Cc2c(sc3nc(SC)n(Cc4ccccc4)c(=O)c23)CO1 (configuration not stated) | -0.2 | 0.5 | 2.3 | 0.8 | -0.3 | 1.6 | -1.7 | 2.8 | 7.0
Cc1ccc(NC(=O)CSCC(=O)NCc2ccco2)cc1 | -1.7 | -1.8 | 1.2 | 6.0 | 2.8 | 0.5 | 3.7 | 9.0 | 0.4
Cc1cc(C(C)(C)C)oc1C(=O)Nc1ccc(CC(=O)O)cc1 | 2.8 | -2.9 | -1.4 | -1.7 | -1.1 | 0.6 | 2.3 | 3.8 | 3.5
CSCCC(NS(=O)(=O)/C=C/c1ccccc1)C(=O)NCCc1ccc(S(N)(=O)=O)cc1 (configuration not stated) | -4.4 | -0.6 | -4.1 | -2.3 | 2.8 | 3.3 | 0.5 | -0.6 | 3.2
CCOC(=O)C1=C(c2ccccc2)NC(=O)NC1c1ccc(OC)c(OC)c1 (configuration not stated) | -0.3 | -1.3 | 2.7 | 2.6 | 2.7 | 3.4 | -0.7 | 3.0 | -3.7
COc1c(O)cccc1[C@@H](O)C1CCN(CCc2ccc(F)cc2)CC1 | 39.6 | -2.5 | -28.8* | -1.5 | 58.3* | 40.8* | 1.5 | 6.3 | 3.4
O=C(Nc1sc2c(c1C(=O)NCc1ccco1)CCCC2)c1ccc2c(c1)OCO2 | -0.2 | 3.4 | 1.7 | 3.1 | -5.3 | 1.5 | -4.1 | 10.7 | -4.9
NS(=O)(=O)c1ccc(NC(=S)N2CCN(Cc3ccc4c(c3)OCO4)CC2)cc1 | 6.8 | 1.2 | 1.1 | 0.9 | 8.1 | 8.5 | -1.3 | -0.7 | 6.9
Cc1ccc(CN2CCC(NC(=O)c3ccccc3)CC2)cc1 | -2.6 | 8.7 | 1.9 | 4.3 | -3.5 | -3.5 | 1.6 | -2.3 | -0.2
CC(=O)c1c(C)[nH]c(C(=O)OCc2cccc(Cl)c2)c1C | 2.0 | 15.8 | 0.8 | 0.3 | -2.9 | 4.0 | -3.7 | 15.6 | 0.8
Cc1cc(O)c(N)c(C)c1Cl | 11.8 | 12.9 | 0.7 | -1.7 | 1.1 | 13.5 | 3.5 | 1.8 | 3.2
C=CCn1c(=O)c2ccccc2n2c(=S)[nH]nc12 | -23.7 | 1.6 | 0.9 | 1.3 | -3.0 | -33.4 | 2.2 | 0.9 | 6.4
CCN(CC)c1ccc(/C=N/NC(=O)c2cc(C)nc3ccccc23)cc1 | 3.2 | 10.0 | 1.1 | 1.7 | 3.9 | 2.3 | -3.3 | 6.1 | 8.5
COc1ccc(N2CCN(Cc3nc4c(c(=O)n(C)c(=O)n4C)n3CCc3ccccc3)CC2)cc1 | -4.5 | 5.8 | 2.5 | 0.7 | -4.9 | 1.8 | 1.4 | -3.7 | 5.1
CC(=O)N1Cc2ccccc2CC1C(=O)NCc1ccccc1F (configuration not stated) | -9.9 | -0.1 | 0.5 | -2.7 | -2.5 | -3.1 | 3.7 | 4.3 | -3.7
CC1CCCN(CCCNC(=O)C2CCC(CNS(=O)(=O)c3cccc4nsnc34)CC2)C1 (configuration not stated) | 4.4 | 0.2 | 0.6 | -2.9 | -4.5 | 0.5 | 1.1 | 4.6 | 0.7
COC(=O)c1ccc(Cn2cc([N+](=O)[O-])cn2)cc1 | 3.2 | 1.1 | -0.6 | 0.2 | -3.3 | 7.4 | 2.5 | 0.3 | 5.0
CCN(C(=O)COC(=O)CNS(=O)(=O)c1ccc2ccccc2c1)C1CCCCC1 | -8.1 | -0.9 | -0.9 | 2.9 | 5.2 | -8.0 | -0.9 | 3.2 | 13.4
COc1ccc(-c2nc(N)n(C(=O)c3cccs3)n2)cc1 | 5.9 | 5.4 | -1.7 | -6.2 | 6.4 | 4.9 | 2.2 | 2.9 | -0.3
COc1ccc(-n2c(SC)nnc2-c2c[nH]c3ccccc23)cc1 | -12.7 | 2.6 | 4.1 | 2.9 | -5.4 | -9.4 | 1.2 | 5.8 | 4.2
O=S(=O)(c1ccc(Br)cc1)N1CCCC1c1nc2ccccc2s1 (configuration not stated) | 2.6 | 2.6 | -0.3 | 1.3 | 0.2 | 2.4 | 2.3 | 24.4 | 1.1
COc1ccc(N2CCN(C(CNS(=O)(=O)c3ccc(C)cc3)c3ccccc3)CC2)cc1 (configuration not stated) | . | 0.9 | . | . | 4.3 | . | . | 1.8 | -2.8
COc1ccc(CNC(=O)COC(=O)c2ccc(Br)c(S(=O)(=O)N3CCOCC3)c2)cc1 | . | -0.1 | . | . | 1.1 | . | . | 1.4 | 7.6
Cc1ccc(N(C)C(=O)c2ccc(CNc3c(N4CCC(C)CC4)c(=O)c3=O)cc2)cc1 | 0.9 | 0.7 | 0.3 | 5.7 | -4.9 | 5.0 | 1.3 | 0.8 | 5.2
CN(C)c1cccc(C(=O)NN2C(=O)NC3(CCCCC3)C2=O)c1 | 13.2 | 5.2 | . | 2.1 | -2.2 | 4.0 | . | -4.2 | -0.1
O=C(CCN1C(=O)/C(=C\c2ccc(F)cc2)SC1=S)Nc1ccccc1 | 8.6 | -1.0 | -1.5 | -2.5 | -8.9 | 3.7 | 7.1 | -2.1 | -1.2
Cc1cc(N)c(NC2=CC(=O)CC(C)(C)C2)cc1C | 2.6 | 26.2 | 2.1 | -0.7 | 2.9 | 3.3 | -4.9 | 5.2 | -1.5
O=C(NCC1CCCO1)c1ccc(COCC(F)(F)C(F)F)cc1 (configuration not stated) | 3.0 | -0.6 | -2.5 | -3.0 | -1.6 | -0.8 | -0.3 | 8.3 | -2.5
COc1ccc(S(=O)(=O)N2CCOCC2)cc1NC(=O)c1cc(C)oc1C | -2.6 | -1.1 | . | -1.0 | 8.7 | 1.0 | . | -2.4 | -1.7
CCOC(=O)C1(CC2CC2)CCN(S(=O)(=O)C[C@]23CC[C@H](CC2=O)C3(C)C)CC1 | -2.3 | 0.1 | -2.0 | -2.0 | -1.0 | 1.4 | 6.2 | -0.8 | 6.7
COC(=O)C1CN(C(=O)COc2ccccc2)c2ccccc2O1 (configuration not stated) | -6.1 | 19.2 | 1.3 | -2.6 | -3.6 | 2.7 | -4.8 | 3.5 | 1.3

Screening data as filed in PubChem.
